# High-throughput results: PubChem BioAssay, several laboratories
# NR2F2 inh = blocks human COUP-TFII nuclear receptor. P24468. 370,000 compounds, 0.7% hits. HEK293T NGFI-A luciferase reporter, luminescence. inhibition, % at 8.6 µM. AID 686940;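 active = inhibition above a per-plate cutoff, mean inhibition of test wells between control levels plus 3 SD, cut at about 38% in these data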;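 also: cells cotransfected with COUP-TFII expression vector driving the NGFI-A reporter; 0% = median of COUP-TF2 test wells and 100% = reporter-only cells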
# TWEAK Fn14 block = inhibitors of TWEAK-Fn14 interaction signaling | AID 1159606 | TWEAK-stimulated Fn14 reporter cells, luciferase luminescence, 8 h | 360,000 compounds, 2% hits | inhibition, % at 10 µM; in the data active = inhibition above about 50%
# TRAIL sens C8 = sensitizes caspase-8 expressing cells to TRAIL | NB7+C8 cells + TRAIL, ATPlite viability luminescence | inhibition (viability loss, TRAIL sensitization), % at 10 µM | 360,000 compounds, 1% hits | AID 624354;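 active = compounds causing at least 50% loss of cell viability in the single-dose screen, relative to plate controls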
# TLR9-MyD88 inh = TLR9-MyD88 interaction inhibition; Q9NR96+Q99836; CHO BLA complementation TLR9-MyD88, CCF4 FRET ratio; inhibition, % at 4.98 µM; 340,000 compounds, 0.21% hits; AID 504734;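 active = inhibition above the mean over all tested compounds plus 3 SD, cut at about 21% in these data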;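 also: 0% = DMSO only wells and 100% = clavulanate BLA inhibitor control wells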
# NR5A2 inv ag = NR5A2 inverse agonism in reporter assay | O00482 | HEK293T StAR-luciferase reporter, LRH-1 transfected, 24 h | inhibition, % at 3.6 µM | 360,000 compounds, 0.13% hits;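 active = inhibition above the mean inhibition of all tested compounds plus 3 SD, cut at about 73% in these data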;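 also: 0% = DMSO wells and 100% = reporter-only cells lacking LRH-1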
# EBV LMP1 NFkB = inhibitors of Epstein-Barr LMP1-induced NF-kappaB reporter; LMP1-induced NF-kappaB luciferase reporter cells, luminescence; 350,000 compounds, 0.69% hits; inhibition, % at 12.5 µM; in the data active = inhibition above about 41%;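 also: 0% = neutral control wells and 100% = reference inhibitor control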
# TROY NFkB inh = TROY signaling inhibition. Q293 LMP1-TROYcd NF-kB luciferase reporter, 4 h. inhibition, % at 10 µM. 360,000 compounds, 0.98% hits;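 active = compounds whose plate-normalised and pattern-corrected inhibition of the luciferase reporter signal at the single screening dose is 50% or more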
# NOD2-RIPK2 inh = blocks binding of human NOD2 to RIPK2; O43353; 360,000 compounds, 0.38% hits; CHO BLA complementation NOD2-RIPK2, CCF4 ratio; AID 624267; inhibition, % at 4.98 µM; in the data active = inhibition above about 21%;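 also: 0% = vehicle only and 100% = reference blocker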
# NCOA1 inh = human NCOA1 inhibition | Q15788 | HEK293 GAL4-SRC1 luciferase reporter, luminescence | inhibition, % at 3.6 µM | 360,000 compounds, 0.12% hits | AID 588354;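 active = inhibition above the campaign mean plus 3 SD, with each screening campaign given its own cutoff, cut at about 60% in these data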;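 also: 0% = DMSO treated cells and 100% = gossypol at 36 µM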
# Target sequence (Q15788 whole entry, looked up, the tested form may be a part): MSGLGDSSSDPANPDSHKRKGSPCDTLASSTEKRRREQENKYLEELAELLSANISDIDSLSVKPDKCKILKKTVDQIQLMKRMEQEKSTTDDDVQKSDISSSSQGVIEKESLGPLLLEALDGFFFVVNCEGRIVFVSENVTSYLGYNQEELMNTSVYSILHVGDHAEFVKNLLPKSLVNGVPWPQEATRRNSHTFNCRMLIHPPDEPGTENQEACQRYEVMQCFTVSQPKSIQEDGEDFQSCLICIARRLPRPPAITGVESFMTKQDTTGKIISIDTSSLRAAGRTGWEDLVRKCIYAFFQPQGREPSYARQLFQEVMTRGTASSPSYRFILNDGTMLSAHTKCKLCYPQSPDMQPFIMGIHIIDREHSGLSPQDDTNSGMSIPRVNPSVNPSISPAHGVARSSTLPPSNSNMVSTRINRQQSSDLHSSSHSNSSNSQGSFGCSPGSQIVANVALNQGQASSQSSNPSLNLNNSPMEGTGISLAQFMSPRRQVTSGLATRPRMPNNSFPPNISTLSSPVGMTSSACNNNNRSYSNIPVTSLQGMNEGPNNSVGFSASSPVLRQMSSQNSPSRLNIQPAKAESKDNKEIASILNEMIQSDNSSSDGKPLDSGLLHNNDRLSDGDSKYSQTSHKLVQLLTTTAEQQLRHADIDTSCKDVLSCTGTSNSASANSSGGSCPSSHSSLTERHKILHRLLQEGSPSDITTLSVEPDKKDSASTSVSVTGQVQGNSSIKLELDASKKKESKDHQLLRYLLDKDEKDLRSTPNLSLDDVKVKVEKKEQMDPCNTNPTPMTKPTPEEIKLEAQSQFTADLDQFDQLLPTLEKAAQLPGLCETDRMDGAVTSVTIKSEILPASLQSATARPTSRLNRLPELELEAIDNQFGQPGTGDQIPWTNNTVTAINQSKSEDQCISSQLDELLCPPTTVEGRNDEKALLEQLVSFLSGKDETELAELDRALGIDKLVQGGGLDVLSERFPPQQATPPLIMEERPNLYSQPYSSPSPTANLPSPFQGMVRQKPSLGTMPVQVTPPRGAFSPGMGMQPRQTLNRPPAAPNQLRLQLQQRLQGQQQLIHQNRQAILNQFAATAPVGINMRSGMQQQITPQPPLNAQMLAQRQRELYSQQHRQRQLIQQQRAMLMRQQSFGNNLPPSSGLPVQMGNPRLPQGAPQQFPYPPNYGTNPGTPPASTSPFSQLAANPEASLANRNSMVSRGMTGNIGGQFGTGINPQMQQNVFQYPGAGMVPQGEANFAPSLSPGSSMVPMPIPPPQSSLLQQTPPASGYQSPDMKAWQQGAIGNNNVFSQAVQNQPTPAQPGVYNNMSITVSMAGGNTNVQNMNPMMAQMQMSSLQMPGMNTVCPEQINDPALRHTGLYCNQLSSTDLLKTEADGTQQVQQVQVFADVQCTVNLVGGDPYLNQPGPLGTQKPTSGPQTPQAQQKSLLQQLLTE
# SRC3 inh = inhibitors of human steroid receptor coactivator 3 (SRC3) | HEK293 GAL4-SRC3 luciferase reporter, luminescence | inhibition, % at 3.6 µM | 360,000 compounds, 0.17% hits | AID 588352;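 active = inhibition above a per-campaign cutoff, the mean of all compounds plus 3 SD, cut at about 60% in these data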;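 also: 0% = DMSO-treated cells and 100% = gossypol-treated cells at 36 µM; higher means less SRC3-driven luciferase light from the GAL4 reporter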
# SRC2 inh = inhibits human steroid receptor coactivator 2. Q15596. HEK293 GAL4-SRC2 luciferase reporter, luminescence. 370,000 compounds, 0.17% hits. inhibition, % at 9 µM;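 active = inhibition above the mean inhibition of all tested compounds plus 3 SD, set per campaign, cut at about 52% in these data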;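 also: 0% = DMSO treated cells and 100% = cells given Gossypol at 36 µM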
# * marks the source's active call; other numbers are inactive results; · = not tested or not shown. A portion of the library (hit frequency here may not be typical).
SMILES,NR2F2 inh,TWEAK Fn14 block,TRAIL sens C8,TLR9-MyD88 inh,NR5A2 inv ag,EBV LMP1 NFkB,TROY NFkB inh,NOD2-RIPK2 inh,NCOA1 inh,SRC3 inh,SRC2 inh
CCC(=O)NN1CCc2cc3ccc(C)cc3nc21,-18,-6,31,-12,6,10,-13,3,-16,-18,-34
CC(=O)NC(=S)Nc1ccc([N+](=O)[O-])cc1C,-5,2,-4,0,6,-8,17,4,-30,-3,-13
COc1ccc([N+](=O)[O-])cc1NC(=O)COC(=O)c1ccccn1,-8,-4,-10,10,-2,7,-4,-1,11,-37,-7
COc1ccc(-c2cc3nc(C)cc(N4CCN(C(=O)c5ccco5)CC4)n3n2)cc1,8,6,-6,3,10,11,-8,5,14,8,-10
COc1ccc(-c2c(N)n[nH]c2C)cc1OC,7,-21,-7,1,1,5,-22,-2,-17,-9,-28
Nc1c(C(=O)NCc2ccc3c(c2)OCO3)c2nc3ccccc3nc2n1CCCN1CCOCC1,14,-16,7,-19,27,6,-14,-4,-16,-5,29
CCOC(=O)COc1ccc(S(=O)(=O)N2CCc3ccccc3C2)cc1,13,-14,-14,1,-1,3,8,-11,8,1,0
CC(C)Cc1nc(SCC(=O)Nc2nnc(CC(C)C)s2)n[nH]1,4,2,6,5,8,1,-13,0,-21,6,-26
Clc1cnc2nc(SC/C=C/c3ccccc3)[nH]c2c1,4,0,13,·,7,·,-43,-9,-24,10,-24
CCN(CC(=O)Nc1ccc2c(c1)OCCO2)C(=O)CCc1ccccc1Cl,-2,7,17,-1,12,1,14,2,-10,6,8
Cc1ccc(-n2cc(CN(C)Cc3ncc[nH]3)c(-c3cccc(C)c3)n2)cc1,-12,-103,2,0,-9,3,0,-1,-8,11,1
Cc1cccc(C)c1N1C(=O)c2ccccc2C1=O,5,19,-7,-2,38,4,8,6,-1,14,-2
O=C(c1ccc2nccnc2c1)N1CCN(Cc2ccc3c(c2)OCO3)CC1,4,13,4,1,8,3,7,3,14,23,15
CCN(CC)CCN1C(=O)C(=O)/C(=C(/O)c2c(C)[nH]c(C(=O)OC)c2C)C1c1cccs1 (stereo unspecified),2,14,6,-3,-17,-3,10,-5,-8,5,-42
COc1ccc(NC(=O)C2CCCO2)cc1OC (stereo unspecified),-3,-25,-12,-5,-12,5,-40,2,-24,-11,18
Cc1ccc(S(=O)(=O)c2ccc(Cl)cc2)cc1S(=O)(=O)NC(C)C(=O)O (stereo unspecified),-2,38,-3,-2,13,5,-5,-15,4,28,10
COc1ccc(C(=O)NC(C(=O)NCC2(N3CCCCC3)CCCCC2)C(C)C)cc1 (stereo unspecified),-16,11,-8,-4,-4,-6,-10,5,-4,-13,5
NC(=O)C1CCN(C(=O)c2ccc3nc(-c4ccccc4)c(-c4ccccc4)nc3c2)CC1,12,12,7,7,8,-2,-6,12,5,15,15
COC(=O)c1[nH]c2ccc(C)cc2c1NC(=O)Nc1ccccc1OC,-31,20,1,-2,27,-9,10,-6,-15,17,-28
CN(C(=O)COC(=O)CNC(=O)c1sc2ccccc2c1Cl)c1ccccc1,-15,0,-6,6,-3,4,-6,4,-30,13,11
Cc1cc(N2CCOCC2)nc(N2CCOCC2)c1C#N,-17,-21,-9,4,-5,1,-21,-6,1,-3,-31
C=CCn1c(CCSCc2ccc(OC)c(C)c2)n[nH]c1=S,-6,9,6,12,6,-2,1,-5,0,5,-3
CCCc1ncc(C(O)c2cccc(OC)c2OC)n1C (stereo unspecified),2,-5,-7,4,-9,1,8,-7,5,-11,10
COc1cc2cc(CCOC(=O)CCCC(=O)O)oc(=O)c2cc1OC,-8,8,3,-1,19,1,3,11,1,-2,-5
COc1cc2c(cc1OC)CN(C(=O)CC1CC3CCC1C3)CC2 (stereo unspecified),-4,-16,-6,7,8,-13,-4,1,-16,-27,-9
O=C(Cc1ccccc1F)Nc1cccc2cccnc12,-2,-15,-13,-5,-30,-1,-75,-7,-8,-12,5
CCOC(=O)[C@]12CCCC=C1N(CCc1ccc(OC)c(OC)c1)C(=O)[C@H](CC(=O)NCCCCc1ccccc1)C2,3,·,0,·,-31,·,·,-4,·,·,13
COc1ccc(CNC(=O)CSc2nnc(-c3cccnc3)n2N)cc1,1,27,-18,8,-2,-6,-8,1,0,0,-12
COc1ccc(Cl)cc1C(=O)OCC(=O)N(C)CC(=O)Nc1ccc(F)cc1,-7,-6,4,-8,-18,-12,19,1,7,29,2
C[C@@H](NC(=O)[C@@H]1CCCN1C(=O)[C@@H]1CCCN1C(=O)c1ccc(Cl)cc1)c1ccccc1,-7,30,-3,·,0,·,10,-5,·,·,-17
COC(=O)c1ccc(CSc2nnc(SCc3ccc(C(=O)OC)o3)s2)o1,4,7,-13,-4,-11,-5,-6,3,-19,-4,-11
COc1cc(Cl)cc(/C=C/c2ccc3cccc(O)c3n2)c1OC,-6,-28,16,1,1,2,-50,7,-11,-20,-12
Cn1c(SCC(=O)Nc2cccc(S(=O)(=O)N3CCOCC3)c2)nnc1-c1ccncc1,2,0,-4,-8,-6,3,0,10,-1,-34,-18
COc1ccc(S(=O)(=O)N2CCN=C2SCc2cccc(F)c2)cc1,9,-25,1,-10,5,9,0,1,13,6,-16
O=C1Nc2ccc([N+](=O)[O-])cc2C1=Nc1cccc(CO)c1,8,3,5,10,24,-4,-8,6,1,23,5
COc1cc(C(=O)Nc2ccc3nc4n(c(=O)c3c2)CCCC4)ccc1Br,9,15,7,-2,-13,3,-12,1,-2,2,13
CCS(=O)(=O)CCSc1nc2ccccc2s1,4,-8,13,3,7,-3,-2,-8,-1,-2,2
CCOC(=O)CCN(Cc1cccs1)S(=O)(=O)c1ccc(Cl)cc1,·,1,-4,14,6,-34,-2,7,-1,10,·
CCOC(=O)CN(C(=O)CSc1nnc(CNc2ccc(C)cc2C)n1CC)c1ccccc1,-5,5,-3,-4,3,11,1,0,0,11,8
Cn1c2c(c(=O)n(C)c1=O)CN(CCN1CCNCC1)CN2,-7,-3,-31,-1,-9,-1,15,-8,-13,13,-8

# An excerpt from above in order of SMILES length, low to high:
SMILES,NR2F2 inh,TWEAK Fn14 block,TRAIL sens C8,TLR9-MyD88 inh,NR5A2 inv ag,EBV LMP1 NFkB,TROY NFkB inh,NOD2-RIPK2 inh,NCOA1 inh,SRC3 inh,SRC2 inh
CCS(=O)(=O)CCSc1nc2ccccc2s1,4,-8,13,3,7,-3,-2,-8,-1,-2,2
O=C(Cc1ccccc1F)Nc1cccc2cccnc12,-2,-15,-13,-5,-30,-1,-75,-7,-8,-12,5
C=CCn1c(CCSCc2ccc(OC)c(C)c2)n[nH]c1=S,-6,9,6,12,6,-2,1,-5,0,5,-3
COc1cc2c(cc1OC)CN(C(=O)CC1CC3CCC1C3)CC2 (stereo unspecified),-4,-16,-6,7,8,-13,-4,1,-16,-27,-9
COc1cc(Cl)cc(/C=C/c2ccc3cccc(O)c3n2)c1OC,-6,-28,16,1,1,2,-50,7,-11,-20,-12
COc1cc2cc(CCOC(=O)CCCC(=O)O)oc(=O)c2cc1OC,-8,8,3,-1,19,1,3,11,1,-2,-5
O=C1Nc2ccc([N+](=O)[O-])cc2C1=Nc1cccc(CO)c1,8,3,5,10,24,-4,-8,6,1,23,5
COc1cc(C(=O)Nc2ccc3nc4n(c(=O)c3c2)CCCC4)ccc1Br,9,15,7,-2,-13,3,-12,1,-2,2,13
CCOC(=O)CN(C(=O)CSc1nnc(CNc2ccc(C)cc2C)n1CC)c1ccccc1,-5,5,-3,-4,3,11,1,0,0,11,8
Cn1c(SCC(=O)Nc2cccc(S(=O)(=O)N3CCOCC3)c2)nnc1-c1ccncc1,2,0,-4,-8,-6,3,0,10,-1,-34,-18
CCOC(=O)[C@]12CCCC=C1N(CCc1ccc(OC)c(OC)c1)C(=O)[C@H](CC(=O)NCCCCc1ccccc1)C2,3,·,0,·,-31,·,·,-4,·,·,13

# Compound profiles, as listed above. Values in the order: NR2F2 inh	TWEAK Fn14 block	TRAIL sens C8	TLR9-MyD88 inh	NR5A2 inv ag	EBV LMP1 NFkB	TROY NFkB inh	NOD2-RIPK2 inh	NCOA1 inh	SRC3 inh	SRC2 inh
# COC(=O)c1[nH]c2ccc(C)cc2c1NC(=O)Nc1ccccc1OC as listed: -31	20	1	-2	27	-9	10	-6	-15	17	-28
# COC(=O)c1ccc(CSc2nnc(SCc3ccc(C(=O)OC)o3)s2)o1 as listed: 4	7	-13	-4	-11	-5	-6	3	-19	-4	-11

# Going on with the list.
SMILES,NR2F2 inh,TWEAK Fn14 block,TRAIL sens C8,TLR9-MyD88 inh,NR5A2 inv ag,EBV LMP1 NFkB,TROY NFkB inh,NOD2-RIPK2 inh,NCOA1 inh,SRC3 inh,SRC2 inh
C#CCOCCOCCOCCNc1nc(N2CCN(C(=O)Cn3cc(CCO)nn3)CC2)nc(N2CCN(C(=O)[C@H](Cc3ccc(O)cc3)n3cc(CCO)nn3)CC2)n1,12,-3,5,-8,18,-5,-10,10,-12,-4,13
CCCn1c(N/N=C\C=C\c2ccccc2)nc2c1c(=O)[nH]c(=O)n2C,-33,-4,-10,-3,-2,13,2,5,-8,-16,8
COc1ccc(C[C@H]2CN3C(=NC[C@@H]3C)N2CCNC(=O)CCC2CCCCC2)cc1,-1,-5,6,-10,-4,2,-14,-1,-31,-6,-46
Cc1ccc(C)c(NC(=O)NNC(=O)CCc2ccccc2)c1,-15,-6,-5,-11,5,-17,-11,-6,1,-18,-8
CCC(C(=O)NC1CCCC1)n1c(-c2cc3ccccc3[nH]2)nc2ccccc21 (stereo unspecified),-2,·,2,·,13,·,·,-10,·,·,7
CC(C)(C)C(=O)CN1CCN(C2c3ccccc3-c3ccccc32)CC1,9,8,-2,-8,22,-2,-5,-1,-21,-8,-10
CCCCN1CC(=O)N2[C@H]3c4cc(Cl)ccc4OC[C@@H]3[C@H](c3ccccc3)[C@]2(C)C1=O,12,-3,2,-18,6,3,-2,-7,7,-1,24
Fc1ccc2nc(Nc3nc4cc5c(cc4s3)OCCO5)sc2c1,-36,45,26,1,-187,-34,62*,-2,-67,-59,-75
CCN(CC)S(=O)(=O)c1cccc(C(=O)N2CCCc3ccccc32)c1,16,27,5,0,4,2,25,-2,2,-2,-28
Cc1cccc(N=Cc2cc(Br)cc(Cl)c2O)c1,-25,13,-14,-2,-5,-4,1,-3,-4,9,-24
COc1ccc(S(=O)(=O)N2CCN(c3ccc4nnc(-c5ccc(F)cc5)n4n3)CC2)cc1,16,-14,21,8,29,-44,-8,-2,-5,4,5
Cc1c(Cl)cccc1Nc1nc(N)nc(CN2CCc3ccccc3C2)n1,2,13,11,7,18,-10,1,-1,-6,12,12
O=C(NCc1ccc(N2CCCC2=O)cc1)C1CCC(=O)N(Cc2ccccc2F)C1 (stereo unspecified),1,-28,-27,-9,3,-10,12,-7,2,7,14
CC1(C)Cc2c(sc3nc(-c4ccccc4Cl)n(N)c(=O)c23)CO1,6,-1,9,-1,-26,9,0,-8,-3,14,-2
